From PubChem BioAssay
PGK inhibitor = qHTS Assay to Find Inhibitors of Phosphoglycerate Kinase. Phosphoglycerate kinase, glycosomal (Trypanosoma brucei brucei), P07378. PGK/GAPDH coupled, Kinase-Glo luminescence, 60 min. Potency, µM (top dose mostly 57.5 µM), inactives show at the top dose activity change, negative = inhibition, hits mostly inhibitors. 0.043% of 380,000 active; further: potency means the concentration at half of the fitted maximal effect; on the % scale 0 is the no-effect control and ±100 the full control effect; nearly all actives have a fitted effect of over 60% in size
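Luminescent ATP detection (Kinase-Glo Plus) follows a 60-minute room-temperature incubation, with wells lacking PGK as controls. Buffer: 100 mM TEA (pH 7.6), 5 mM MgCl2, 0.01% Tween-20. Coupling enzyme GAPDH (100 nM final) supplies unstable 1,3-BPG in-well.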
PI4K2A block = qHTS for small molecular inhibitors of PI4K2A; purified PI4K2A, ADP-Glo luminescence, 1 h; hits give low values; Phosphatidylinositol 4-kinase type 2-alpha (Homo sapiens), Q9BTU6; AID 1346378, 2018; activity change, negative = inhibition, % at 76.9 µM; 0.13% of 420,000 active; in the data active means activity change below about -50%; inconclusive means mostly about -30% to -49%;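 further: -100% = wells without enzyme as full effect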
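ADP-Glo luminescence measured ADP generated by PI4K2A enzyme (4 ug/mL before mixing) with 1.2 mM PI substrate (pre-mix) and 300 microM ATP (pre-mix). Tris pH7.5 buffer with MgCl2, Triton X-100; 1 h reaction at ambient temperature.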
POLH inh = qHTS for Inhibitors of Polymerase Eta; DNA polymerase eta (Homo sapiens), Q9Y253; recombinant Pol eta, fluorescent DNA replication assay; Potency, µM (highest dose often 114 µM), without a hit: top-dose activity change, negative = inhibition, hits mostly inhibitors; 1.2% of 390,000 active; further: potency means the concentration at half of the fitted maximal effect; on the % scale 0 is the no-effect control and ±100 the full control effect
Target sequence (Q9Y253 whole entry, looked up): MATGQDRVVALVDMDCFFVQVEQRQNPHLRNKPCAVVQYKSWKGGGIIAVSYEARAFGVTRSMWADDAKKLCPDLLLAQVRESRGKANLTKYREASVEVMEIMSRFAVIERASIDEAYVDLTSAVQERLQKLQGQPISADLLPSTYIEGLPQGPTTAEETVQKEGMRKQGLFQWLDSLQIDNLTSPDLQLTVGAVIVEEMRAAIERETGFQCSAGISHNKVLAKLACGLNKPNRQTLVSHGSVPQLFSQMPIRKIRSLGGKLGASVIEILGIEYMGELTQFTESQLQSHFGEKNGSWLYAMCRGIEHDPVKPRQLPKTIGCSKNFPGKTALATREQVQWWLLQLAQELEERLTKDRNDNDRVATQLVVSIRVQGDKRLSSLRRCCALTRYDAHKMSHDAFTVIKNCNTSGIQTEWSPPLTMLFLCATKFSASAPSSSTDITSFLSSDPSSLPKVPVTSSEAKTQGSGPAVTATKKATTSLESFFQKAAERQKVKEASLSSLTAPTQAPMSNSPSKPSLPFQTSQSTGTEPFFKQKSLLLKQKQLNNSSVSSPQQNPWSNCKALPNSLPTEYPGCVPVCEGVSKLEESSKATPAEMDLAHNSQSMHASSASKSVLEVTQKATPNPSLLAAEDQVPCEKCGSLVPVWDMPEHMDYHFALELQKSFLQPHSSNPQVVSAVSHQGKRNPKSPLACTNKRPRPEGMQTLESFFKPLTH
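Fluorescent replication assay: 50 nM final substrate added after a 15 min room-temperature compound preincubation with 10 nM enzyme. Signal taken at 0 min and again at 10 min.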
BAZ2B inh = qHTS Assay for Inhibitors of BAZ2B. Bromodomain adjacent to zinc finger domain protein 2B (Homo sapiens), Q9UIF8. AlphaScreen BAZ2B-H3K14Ac peptide displacement. Potency, µM (highest dose often 114 µM), for the others: top-dose activity change, negative = inhibition, hits mostly inhibitors. 4.4% of 360,000 active. AID 504333, 2011; further: potency means the concentration at half of the fitted maximal effect; on the % scale 0 is the no-effect control and ±100 the full control effect; nearly all actives have a fitted effect of over 60% in size
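AlphaScreen displacement of biotin-H3(5-23)K14Ac peptide (50 nM final) from BAZ2B (50 nM final) in PBS pH 7.4, 0.01% Tween-20; complex preformed 30 min RT, then compounds (top 110 uM) 30 min RT, beads 20 min dark.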
Pin1 inh = qHTS Assay to Find Inhibitors of Pin1 | Potency, µM (highest dose often 115 µM), inactives show top-dose activity, negative = inhibition, most hits filed as inhibitors | 0.009% of 390,000 active | Pin1 FP peptide displacement, HiFluor488, 10 min | Peptidyl-prolyl cis-trans isomerase NIMA-interacting 1 (Homo sapiens), Q13526; active means well fitted inhibition curve with a large enough effect in the polarisation, with a control signal flat, not every such curve was filed as active; inconclusive means small, poorly fitted or top-dose-only effect, or effect the other way, or a change in a side signal; inactive means no such curve, though single readings can be large or run the other way; the % refers to the polarisation; further: potency means the concentration at half of the fitted maximal effect; on the % scale 0 is the no-effect control and ±100 the full control effect
Target sequence (Q13526 whole entry, looked up): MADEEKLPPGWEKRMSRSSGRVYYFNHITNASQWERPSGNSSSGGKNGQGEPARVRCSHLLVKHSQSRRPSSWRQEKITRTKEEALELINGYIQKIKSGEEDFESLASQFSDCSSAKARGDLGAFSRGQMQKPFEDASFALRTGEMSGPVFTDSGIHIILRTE
JMJD2A Tudor = qHTS Assay for Inhibitors of JMJD2A-Tudor Domain; Lysine-specific demethylase 4A (Homo sapiens), O75164; AlphaScreen JMJD2A-Tudor / H3K4me3 peptide binding; 4.4% of 390,000 active; Potency, µM (doses to about 114 µM), for inactives: at the highest dose activity change, negative = inhibition, actives largely listed as inhibitors; AID 504339, 2011; further: potency means the concentration at half of the fitted maximal effect; on the % scale 0 is the no-effect control and ±100 the full control effect; nearly all actives have a fitted effect of over 50% in size
G9a inh = qHTS Assay for Inhibitors of Histone Lysine Methyltransferase G9a | Histone-lysine N-methyltransferase EHMT2 (Homo sapiens), Q96KQ7 | G9a H3K9 monomethylation, AlphaScreen, 2 h | Potency, µM (highest dose often 102 µM), for inactives: at the highest dose activity, negative = inhibition, hits mostly inhibitors | 8.8% of 350,000 active; further: potency means the concentration at half of the fitted maximal effect; on the % scale 0 is the no-effect control and ±100 the full control effect; nearly all actives have a fitted effect of over 75% in size
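G9a (20 nM) was preincubated 15 min with compound, then reacted 2 h at room temperature with 500 nM biotin-H3K9 peptide and 20 µM SAM. Monomethyl-H3K9 detected by AlphaScreen using anti-H3K9me1 antibody.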
HP1b chromo inh = HTS for Inhibitors of HP1-beta Chromodomain Interactions with Methylated Histone Tails | 0.56% of 390,000 active | Potency, µM (series often up to 114 µM), for inactives: at the top dose activity change, negative = inhibition, most hits filed as inhibitors | AlphaScreen HP1-beta / biotin-H3K9me3 peptide binding; further: potency means the concentration at half of the fitted maximal effect; nearly all actives have a fitted effect of over 70% in size; inactives centre near 23
Target sequence (P83916 whole entry, looked up): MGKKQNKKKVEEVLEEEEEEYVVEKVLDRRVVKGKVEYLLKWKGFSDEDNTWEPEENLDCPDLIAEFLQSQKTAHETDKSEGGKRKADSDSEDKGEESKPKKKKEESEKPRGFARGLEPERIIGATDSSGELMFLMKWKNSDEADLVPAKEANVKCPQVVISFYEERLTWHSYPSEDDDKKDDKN
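AlphaScreen: HP1-beta (50 nM) preformed 30 min with biotin-H3(1-18)K9me3 peptide (50 nM) in PBS pH 7.4, 0.01% Tween-20. Compound added for 30 min at RT, then streptavidin donor/nickel chelate acceptor beads (10 ug/mL) for 30 min.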
GLS inh = qHTS for Inhibitors of Glutaminase (GLS); GLS enzymatic activity, qHTS titration; Potency, µM (series often up to 45.5 µM), without a hit: at the highest dose activity change, negative = inhibition, hits mostly inhibitors; 0.21% of 410,000 active; AID 624170, 2012; further: potency means the concentration at half of the fitted maximal effect; on the % scale 0 is the no-effect control and ±100 the full control effect
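Coupled fluorescence readout: glutamate oxidase/HRP/Amplex Red detect glutamate formed by hKGA from L-glutamine (1 mM solution added). Buffer 45 mM KH2PO4 pH 8.2, 0.02% Tween-20; reads at t0 and 30 min RT.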
Active calls of the source: *; i = inactive; ? = inconclusive; . = not tested or not shown; & = joins results of further samples; [ ] = remark or other dose. Unless noted, the call rests on the fitted dose curve; in most records, active means well fitted curve in the direction sought with a large enough effect; inconclusive means small, poorly fitted or top-dose-only effect, or another doubt; inactive means no such curve, though single readings can be large; an effect the other way counts as inactive or inconclusive.

PGK inhibitor	PI4K2A block	POLH inh	BAZ2B inh	Pin1 inh	JMJD2A Tudor	G9a inh	HP1b chromo inh	GLS inh	smiles
-8.0%	6.6	-17.5%	-9.4%	-2.0%	1.0%	.	13.4%[57 µM]	5.3%	COC(=O)c1cc(S(=O)(=O)N2CCN(c3ccc(C(C)=O)cc3)CC2)cn1C
-4.4%	-1.9	-1.0%	?	-2.3%	-25.7%	3.1%[0.501 µM]	11.9%	8.3%	O=C(NCC1CCCO1)c1onc(CSc2ccc(F)c(F)c2)c1C(=O)O (centres undefined)
-10.5%	-1.4	-15.3%	-19.2%	14.1%	-16.9%	-14.7%	53.2%[activator]	20.1%	N/C(Cc1nc2ccccc2s1)=N\O
1.8%	-4.1	-12.5%	6.3%	4.9%	-11.1%	6.2%[59 µM]	34.0%	12.6%	COc1ccc(NC(=O)CCS(=O)(=O)c2ccc3c(c2)CCCN3C(C)=O)cc1
0.9%	-1.8	8.0%	-20.7%	-7.9%	-7.9%	12.7%[59 µM]	29.7%	-1.3%	O=C1CC(N2CCOCC2)C(=O)N1CCN1C(=O)CC(N2CCOCC2)C1=O (centres undefined)
-1.8%	-6.8	4.8%	.	-6.8%	-14.3%	.	56.0%[activator]	-1.7%	C=C1CCN(c2ccc(C(=O)O)cc2[N+](=O)[O-])CC1
2.7%	-8.5	-24.9%	-21.2%	-1.9%	-10.1%	-48.0%[59 µM]	26.5%	?	CN(C)S(=O)(=O)c1cccc(NC(=O)COC(=O)C2(c3ccccc3F)CCCC2)c1
-6.2%	7.0	-7.1%	?	1.6%	-15.8%	-36.1%[12.7 µM]	21.0%	-0.7%	Cc1c(CN2CCCCC2C)c(=O)n(-c2ccccc2)n1C (centres undefined)
4.5%	-4.2	-5.1%	-3.4%	4.9%	-1.9%	?	24.7%	3.1%	COc1ccc(C2(CNC(=O)CCC(=O)O)CCCC2)cc1
-7.5%	-25.9	-2.4%	-2.4%	4.1%	-17.1%	7.8%	9.4%	20.1%	CCOP1(=O)OCC2OC(n3cnc4c(N)ncnc43)C(O)C2O1 (centres undefined)
i	-5.8	-23.5%	-28.2%	0.3%	-23.4%	?	29.8%	-3.0%	CCCOc1ccc(C(=O)C(CCC(CNCC)C(=O)c2ccc(OCCC)cc2)CNCC)cc1 (centres undefined)
3.5%	0.0&0.7	-2.3%&-10.8%	-11.1%	-0.7%&1.5%	-25.8%&-33.7%	-7.4%	1.4%&-3.9%	-21.7%&-11.5%	CCCCN(CC)CCCNC(=O)c1cn(CC)c2ccc(S(=O)(=O)N3CCc4ccccc4C3)cc2c1=O
i	-9.1	-13.4%	-5.7%	-9.9%	-16.7%	.	68.0%[activator]	-10.9%	CC(C)(C)c1ccc(C(=O)C2CCCN(C(=O)c3ccccn3)C2)cc1 (centres undefined)
-9.0%	1.9	?	?	-11.9%	-23.8%	?	-5.4%	-0.2%	Cn1cnnc1Sc1ccc(/C=C(\CC(=O)O)c2nc3ccccc3s2)cc1[N+](=O)[O-]
-2.4%	-0.7	-4.2%	7.7%	-2.1%	-16.4%	10.7%[59 µM]	-6.7%	?	CC(=O)Nc1ccc(NC(=O)CNC(=O)c2cccc(C)c2)cc1
7.0%	0.2	-4.9%	-14.9%	-3.2%	-7.5%	-7.2%	10.0%	2.9%	COc1ccc(-n2ncc3c2CC(C)(C)CC3NC(=O)c2cn[nH]c2)cc1 (centres undefined)
-1.2%	3.2	-10.5%	-2.0%	-3.3%	-10.0%	12.8%	33.6%	-6.1%	Cc1ccc(S(=O)(=O)N2CCN(C(=O)CCC(=O)NCCc3ccc(F)cc3)CC2)cc1
1.0%	0.4	-19.1%	?	-0.8%	-13.7%	?	17.0%	.	CCCCSCCCNC(=O)CS(=O)Cc1nc(-c2cccc(C)c2)oc1C (centres undefined)
-4.5%	-5.8	?	61.9%[activator]	36.8%[activator]	?	?	9.9%	-3.2%	COc1ccc(NS(=O)(=O)c2ccc3nc(COc4ccc5ccccc5c4)[nH]c3c2)cc1
-19.1%	0.9	-6.1%	-23.7%	1.6%	-14.6%	9.0%	29.3%	12.4%	Cc1cc(C)cc(NC(=S)N2CCN(c3ccccn3)CC2)c1
5.5%[11.5 µM]	-2.0	-14.4%	6.5%	-3.1%	0.6%	-1.5%	35.7%[activator]	-0.4%	Cc1cccc(NC(=O)CCN2C(=O)c3ccccc3C2=O)n1
5.6%	1.2	-21.6%	-5.5%	-2.3%	-7.5%	-5.1%	39.5%[activator]	-0.2%	O=C(c1ccc(NC(=S)NCc2ccc(Cl)cc2)cc1)N1CCCCC1
2.6%	-3.4	-7.7%	.	.	.	.	.	3.2%	COc1ccc(N2C[C@H](CSC)[C@@H](CC(=O)Nc3ccc(Br)cc3)C2=O)cc1
-5.4%	-2.5	-23.4%	19.6%	18.5%	-15.6%	12.5%[59 µM]	69.5%[activator]	-2.2%	Cc1ccc(CCNC(=O)c2ccc(CSc3nc4ccncc4n3Cc3ccc(F)cc3)cc2)cc1
1.7%	2.8	-7.3%	8.3%	-3.1%	-9.4%	24.1%[2.33 µM]	29.4%	2.6%	CCc1ccccc1Oc1coc2cc(O)ccc2c1=O
0.5%	-3.8	-26.0%	-14.2%	-6.9%	2.9%[11.4 µM]	-4.9%	44.5%[activator]	-2.4%	COc1ccc(C)cc1S(=O)(=O)N1CCCCCC1
-2.1%	-0.3	-17.1%	1.4%	-4.2%	-0.4%	5.3%	20.3%	-3.0%	COCc1ccc(C(=O)NC2CCSc3ccccc32)cc1 (centres undefined)
-3.4%	-1.8	-19.2%	63.4%[activator]	1.4%	60.7%[activator]	120.2%[activator]	83.7%[activator]	0.5%	O=C(COC(=O)C1CCN(c2ccc(C(F)(F)F)cn2)CC1)c1ccccc1Cl
-12.6%	-3.3	-8.2%	2.2%	-0.9%	?	-2.3%	5.7%	16.4%	COc1cc2[nH]c(C(=O)N3CC(C)OC(C)C3)cc2c(OC)c1OC (centres undefined)
-11.7%	-7.2	-13.8%	-13.7%	-2.5%	-15.2%	?	29.3%	9.0%	CC(O)Cc1cn(CC(=O)N2CCNCC2)nn1 (centres undefined)

(further entries)
PGK inhibitor	PI4K2A block	POLH inh	BAZ2B inh	Pin1 inh	JMJD2A Tudor	G9a inh	HP1b chromo inh	GLS inh	smiles
-10.1%	0.9	-21.5%	0.1%	-0.9%	-6.9%	3.0%[59 µM]	25.4%	-10.0%	COc1cc2c(cc1NC(=O)COc1ccc(Br)cc1)oc1ccccc12
i	-1.3	-12.6%	-18.9%	7.7%	-17.6%	-22.1%[59 µM]	-14.7%	-7.5%	CCc1ccc(NC(=O)CSc2nc(-c3cccc(OC)c3)nc3c2Cc2c(CO)cnc(C)c2O3)cc1
-5.0%	1.8	-14.7%	-8.5%	-2.0%	-15.9%	-11.4%	30.9%	-2.1%	CSC1=NCCN1C(=O)C12CC3CC(CC(C3)C1)C2
-5.6%	0.4	20µM*	?	-13.6%	79.4µM*	?	8.3%	-2.5%	CC1CCN(S(=O)(=O)c2ccc(NC(=O)C3CSC4(C)CCC(=O)N34)cc2)CC1 (centres undefined)
-1.2%	1.8	-6.5%	-1.8%	-2.6%	-17.1%	-20.7%	32.3%	-2.0%	Cc1ccc(NC(=O)CCNS(=O)(=O)c2ccccc2F)cc1S(=O)(=O)N1CCOCC1
-9.0%	0.1	-3.9%	11.3%	5.8%	-12.8%	-44.0%	26.2%	-0.3%	CC(C)Oc1ccc(S(=O)(=O)N2CCOCC2)cc1NC(=O)Cc1c(F)cccc1Cl
4.7%	6.8	8.5%	3.98µM*	2.8%	5.62µM*	37.8%	32.2%	2.6%	O=C(CSc1n[nH]c(-c2ccccn2)n1)Nc1ccc(F)cc1
-6.0%	2.9	79.4µM*	?	1.7%	-31.1%	-4.2%	15.1%	-20.6%	Cn1c(SCC(=O)Nc2ccc(Br)cn2)nnc1C1CC1
i	6.3	-1.6%	-29.5%	-0.1%	5.6%	1.0%	33.3%	0.0%	CCOc1ccc(S(=O)(=O)NCc2cccnc2)cc1C
-2.6%	4.7	-7.9%	0.9%	1.7%	8.7%	-3.2%[0.501 µM]	50.4%[activator]	-7.6%	CC1CCCN(CCC(=O)Nc2ccccc2)C1 (centres undefined)
3.5%	2.1	-7.8%	24.4%	-0.9%	63.3%[activator]	51.6%[activator][12.7 µM]	87.2%[activator]	18.1%	COC(=O)C1=CN(C(C)C)C=C(C(=O)OC)C1c1cccc(OC)c1

Among those listed so far, three contain a Cl atom.
PGK inhibitor	PI4K2A block	POLH inh	BAZ2B inh	Pin1 inh	JMJD2A Tudor	G9a inh	HP1b chromo inh	GLS inh	smiles
5.6%	1.2	-21.6%	-5.5%	-2.3%	-7.5%	-5.1%	39.5%[activator]	-0.2%	O=C(c1ccc(NC(=S)NCc2ccc(Cl)cc2)cc1)N1CCCCC1
-3.4%	-1.8	-19.2%	63.4%[activator]	1.4%	60.7%[activator]	120.2%[activator]	83.7%[activator]	0.5%	O=C(COC(=O)C1CCN(c2ccc(C(F)(F)F)cn2)CC1)c1ccccc1Cl
-9.0%	0.1	-3.9%	11.3%	5.8%	-12.8%	-44.0%	26.2%	-0.3%	CC(C)Oc1ccc(S(=O)(=O)N2CCOCC2)cc1NC(=O)Cc1c(F)cccc1Cl

An excerpt, so the mix of outcomes need not match the whole.
